Screens (PubChem)
EP2 antag = human EP2 receptor antagonists, primary screen, TR-FRET cAMP, C6 glioma cells; Prostaglandin E2 receptor EP2 subtype (Homo sapiens), P43116; C6 glioma cells expressing human EP2; cells stimulated with saturating PGE2; inhibition, % at 25 µM; 0.52% of 260,000 active; AID 1422, 2008;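 active = percent inhibition above 40 after rounding to a whole number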;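 note: rat C6 glioma host cells with rolipram phosphodiesterase inhibitor present; the protocol text gives 20 µM as final concentration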
EP2 mod = EP2 receptor modulators, cAMP readout, primary screen, cell-based, HTRF cAMP, PGE2 stimulation; Prostaglandin E2 receptor EP2 subtype (Homo sapiens), P43116; EP2-expressing cells, cAMP HTRF FRET, PGE2 co-stimulation; induction, % at 25 µM; 0.83% of 260,000 active;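 active = compounds whose cAMP rise, as percent of the full-agonist control response, exceeds 60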;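 note: rat C6 glioma line stably carrying human EP2 under a CMV promoter; the protocol text gives 20 µM as final concentration; 100% = response of wells given 1 µM PGE2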
eIF4E-4G inh = eIF4E–eIF4G protein interaction inhibitors, primary screen, biochemical, uHTS, TR-FRET, eIF4GI fragment. Eukaryotic translation initiation factor 4E (Mus musculus) + Eukaryotic translation …. TR-FRET eIF4E-eIF4GI(517-606) binding, 2 h. inhibition, % at 21.7 µM. 0.37% of 220,000 active;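 active = inhibition above about 30%, limit read from the data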;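 note: 0% = full FRET control wells and 100% = background wells lacking eIF4GI fragment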
NPY-Y2 PAM-ag = NPY-Y2 potentiators or agonists, primary screen, cell-based; activation, % at 3.6 µM; Neuropeptide Y receptor type 2 (Homo sapiens), P49146; cells expressing NPY-Y2, potentiator/agonist read-out; AID 1359, 2008; 0.45% of 220,000 active; in the data active = activation above about 27%;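 note: cells stimulated with NPY near EC25 plus isoproterenol at EC100; 0% = vehicle plus submaximal agonist and 100% = vehicle plus saturating agonist; some results beyond the cut were filed as inactive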
Target sequence (P49146 whole entry, looked up): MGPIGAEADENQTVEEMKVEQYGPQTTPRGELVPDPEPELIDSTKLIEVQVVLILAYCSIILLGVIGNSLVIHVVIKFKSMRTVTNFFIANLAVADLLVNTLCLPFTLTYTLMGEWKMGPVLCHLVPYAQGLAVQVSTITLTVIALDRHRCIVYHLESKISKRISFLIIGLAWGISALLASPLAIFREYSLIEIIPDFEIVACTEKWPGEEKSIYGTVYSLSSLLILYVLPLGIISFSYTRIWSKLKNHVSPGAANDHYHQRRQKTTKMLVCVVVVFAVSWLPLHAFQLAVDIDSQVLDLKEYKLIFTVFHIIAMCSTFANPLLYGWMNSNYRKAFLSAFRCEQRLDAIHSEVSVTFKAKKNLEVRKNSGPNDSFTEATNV
p97 ATPase inh = inhibitors of human p97 ATPase, primary screen, biochemical. Transitional endoplasmic reticulum ATPase (Homo sapiens), P55072. recombinant p97 ATPase, Kinase-Glo ATP luminescence, 3 h. inhibition, % at 8 µM. 0.42% of 220,000 active. AID 1481, 2009; in the data active = inhibition above about 15%;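 note: 0% = DMSO vehicle and 100% = wells lacking enzyme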
NPY Y1 blocker = NPY-Y1 receptor antagonists, primary screen, cell-based; Neuropeptide Y receptor type 1 (Homo sapiens), P25929; HEK293-CNG Y1 cells, membrane potential fluorescence; NPY at EC95, then isoproterenol; inhibition, % at 3.6 µM; 1% of 200,000 active;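 active = inhibition above the campaign mean inhibition of all tested compounds plus 3 SD, cut at about 20% in these data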;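 note: 0% = DMSO wells given NPY plus isoproterenol and 100% = isoproterenol alone without NPY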
Target sequence (P25929 whole entry, looked up): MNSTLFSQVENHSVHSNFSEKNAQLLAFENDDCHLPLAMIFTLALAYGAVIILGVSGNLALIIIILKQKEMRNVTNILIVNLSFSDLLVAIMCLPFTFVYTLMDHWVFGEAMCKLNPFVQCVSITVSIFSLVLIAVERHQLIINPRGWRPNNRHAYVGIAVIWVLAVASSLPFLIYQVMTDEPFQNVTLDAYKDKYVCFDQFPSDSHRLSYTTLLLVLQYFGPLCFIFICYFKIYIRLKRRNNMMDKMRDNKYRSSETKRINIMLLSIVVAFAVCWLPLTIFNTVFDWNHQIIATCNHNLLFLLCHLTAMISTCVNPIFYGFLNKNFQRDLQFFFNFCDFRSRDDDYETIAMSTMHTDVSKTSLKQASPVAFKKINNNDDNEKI
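material = HEK293 cells with Y1 receptor plus CNG channel | also added = NPY 25 nM then isoproterenol 1 µM plus Ro 20-1724 25 µM | schedule = dye 3 h, compound 60 min room temperature, stimulation 45 min | measured by = membrane potential fluorescence | benchmarks = high control isoproterenol alone, low control NPY with isoproterenol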
S1P4 antagonist = S1P4 receptor antagonists, primary screen, cell-based | Sphingosine 1-phosphate receptor 4 (Homo sapiens), O95977 | S1P4-expressing cells, antagonist mode, reporter read-out | inhibition, % at 4.98 µM | 0.26% of 220,000 active; in the data active = inhibition above about 29%;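 note: 0% = wells stimulated with agonist and 100% = vehicle wells without agonist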
S1P4 agonist = S1P4 receptor agonists, primary screen, cell-based | S1P4-expressing cell line, agonist reporter assay | 0.35% of 220,000 active | AID 1509, 2009 | Sphingosine 1-phosphate receptor 4 (Homo sapiens), O95977 | activation, % at 4.98 µM; in the data active = activation above about 11%;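 note: 0% = DMSO vehicle and 100% = reference agonist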
NPY1 pot ag = NPY-Y1 receptor potentiators or agonists, primary screen, cell-based | activation, % at 3.6 µM | Neuropeptide Y receptor type 1 (Homo sapiens), P25929 | NPY-Y1 expressing cells, potentiator/agonist activation | 0.37% of 220,000 active; in the data active = activation above about 33%, passing the limit was not always enough;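 note: cells stimulated with NPY at EC10 then isoproterenol at EC100; 0% = low agonist plus stimulus and 100% = saturating agonist plus stimulus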
An asterisk follows results filed as active; nt = not tested or not shown; & = joins results of further samples; [ ] = dose if it differs, or a comment. This is a subset; count on the stated rates, not on these rows.

SMILES	S1P4 antagonist	eIF4E-4G inh	NPY-Y2 PAM-ag	p97 ATPase inh	NPY Y1 blocker	EP2 mod	S1P4 agonist	EP2 antag	NPY1 pot ag
O=C(O)c1ccc([N+](=O)[O-])c(CS(=O)(=O)c2ccc(Cl)cc2)c1	-11.4	0.4	-0.7	-3.8	1.3	34.8	0.8	6.1	-1.0
COc1cc2[nH]c(=O)n(CCC(=O)NCCC(C)C)c(=O)c2cc1OC	9.5	5.9	-22.1	-3.8	2.5	14.3	1.6	7.3	-2.4
COc1ccc(NC(=O)CC2SC(=O)NC2=O)cc1 (configuration not stated)	-20.2	2.4	-5.7	3.4	-0.3	25.7	0.1	2.1	-3.7
O=C1CCCc2nc3nc4ccccc4n3cc21	-9.3	-7.6	3.0	0.5	3.5	-9.7	1.2	7.3	-0.5
Cc1ccc2c3c([nH]c2c1)C(=O)CC(C)(C)S3	0.9	-2.3	19.7	1.4	-8.1	7.2	0.2	11.9	29.4
Cc1cc(-c2nc(C)c(-c3nnc(SCC(=O)Nc4ccccc4)n3C)s2)no1	4.9	-3.3	0.3	-4.7	nt	-17.9	1.9	6.8	11.8
CCOC(=O)CC(=O)CSc1nc(C)nc2c1oc1ccccc12	-12.2	2.0[fluorescence artefact?]	-13.6	0.7	-7.7	1.5	-1.2	8.3	-25.8
CCCc1cc(=O)[nH]c(SCC(=O)N2CCC(C(=O)OCC)CC2)n1	-0.3	2.7	-3.5	-0.7	0.0	68.3*	1.2	13.3	-12.9
COC(=O)C1=C(C)NC(=O)NC1c1cn(-c2ccccc2)nc1-c1cccs1 (configuration not stated)	-5.4	1.8	10.4	0.4	1.2	20.1	0.8	7.8	9.9
CCOc1ccccc1Oc1coc2cc(OC)ccc2c1=O	-4.7	1.1	-13.5	0.0	15.8	27.4	-0.4	4.8	-7.1
CCCOc1cccc(C2/C(=C(/O)c3ccccc3)C(=O)C(=O)N2CCN(C)C)c1 (configuration not stated)	-0.7	-1.5	-14.4	1.2	-1.5	15.3	-1.7	nt	20.4
O=C(C1=C[C@H](c2coc3ccccc3c2=O)C[C@H](OCCCCO)O1)N1CCN(Cc2ccccc2)CC1	-0.2	-1.4	-21.1	2.6	6.7	-1.6	0.4	8.0	-13.7
Cc1cc(NC(=O)C2CCCC2)n(-c2nc3ccccc3[nH]2)n1	-6.6	-3.2	-22.9	2.3	11.3	-0.1	1.9	5.1	-11.2
CCC(=O)Nc1cccc(-c2nc3ccccc3c(=O)o2)c1	-19.9	0.8	15.5	4.8	0.9	-12.3	0.6	nt	4.0
CC(C)(C)C(=O)Nc1ccc(C(=O)NNC(=O)c2ccccc2)cc1	-14.3	-2.1	-17.0	7.4	1.6	-8.9	-0.6	6.2	7.0
CC1CN(S(=O)(=O)c2ccc(C(=O)Nc3nc(-c4cc5ccccc5o4)cs3)cc2)CC(C)O1 (configuration not stated)	-1.8	17.7[fluorescence artefact?]	1.3	0.4	-3.9	-20.9	-0.3	9.7	3.0
COc1ccccc1NC(=O)c1cc(C)nc2ccccc12	-0.7	-0.9	-3.6	2.2	-1.5	-4.6	-0.7	5.1	5.7
CCOCC(=O)OCC(=O)NC12CC3CC(CC(C3)C1)C2	-7.7	1.2	-7.9	4.3	-3.2	26.1	1.6	3.3	-1.6
CC(C)(C)NC(=O)CSc1nnc(C2CC2)n1Cc1ccccc1	-12.4	-4.3[fluorescence artefact?]	-3.7	-1.3	-1.3	5.7	0.8	5.2	9.0
O=C(COC(=O)c1ccc(Br)cc1)NCCN1C(=O)CSC1=O	1.7	3.4	-2.8	-3.9	3.5	-13.7	-0.5	-0.6	-17.6
CCN(CC)S(=O)(=O)c1ccc(-c2nnc(SCC(=O)Nc3ccc(OC)c(OC)c3)o2)cc1	-0.3	0.5	-5.2	0.8	-3.7	6.8	-0.9	3.4	13.2
COc1ccc2c(c1OC)C(C1c3c(cc4c(c3OC)OCO4)CCN1C)OC2=O (configuration not stated)	-13.1	-0.8	-7.5	0.1	6.5	31.8	1.2	23.8	0.8
O=S(=O)(c1ccc(Cl)cc1)c1nc(-c2ccco2)oc1N1CCOCC1	-2.3	4.9	-12.9	2.8	nt	0.6	1.8	3.7	2.7
OCCN1CCN(CC(O)COc2ccc(C34CC5CC(CC(C5)C3)C4)cc2)CC1 (configuration not stated)	-11.2	2.6	-42.2	-11.3	11.6	-72.3	-3.0	7.8	-50.0
Cn1ncc(Cl)c1C(=O)NCc1cc(C(C)(C)C)n[nH]1	-6.8	-2.9	-4.0	6.1	-1.1	-11.0	-1.7	3.6	-14.6
COc1cccc(C(=O)N2CCN(Cc3cccc(F)c3)CC2)c1	-5.2	-5.6	-12.8	-2.5	7.6	-11.1	-0.8	5.7	-16.3
Cc1oc(S(=O)(=O)N2CCCCC2)cc1NC(=O)Nc1ccccc1	7.2	-5.5	-1.6	1.3	nt	10.7	0.3	9.7	3.7
Cn1c(=O)[nH]c(=O)c2c1nc(Br)n2C/C=N/NC(=O)c1ccccc1	-6.6	5.3	-16.7	1.2	nt	-29.8	0.2	4.7	-0.1
Cc1ccc(C2NCCS2)cc1 (configuration not stated)	-10.8	-3.1	12.6	11.1	4.3	-13.0	-0.2	12.6	6.9
CCCCC1S/C(=N/N=C/c2cccs2)NC1=O (configuration not stated)	-10.5	-0.3	-0.3	1.9	-5.3	22.4	0.1	10.1	-10.3
CS(=O)(=O)N1N=C(c2cccs2)CC1c1ccco1 (configuration not stated)	17.6	4.8	-9.7	-3.9	1.1	-16.5	1.3	4.2	-10.0
CS(=O)(=O)N1CCCC(C(=O)NCCCN2CCc3ccccc3C2)C1 (configuration not stated)	-14.1	-4.0	-12.1	3.4	0.1	29.8	-1.4	8.1	5.8
O=C(C1CC(=O)N(c2ccccc2)C1)N1CCN(C2=NS(=O)(=O)c3ccccc32)CC1 (configuration not stated)	-17.8	-5.2	-9.7	-3.3	4.8	3.4	-2.8	7.2	12.2
Fc1ccc(-n2c(CN3CCCCC3)n[nH]c2=S)cc1	-14.3	1.4	-3.1	-0.9	-2.6	24.6	2.5	9.3	-8.5
CC(=O)NC(=S)Nc1cccc2c(C)cc(C)nc12	-13.8	-1.0	-16.1	-2.6	3.8	-26.8	0.6	7.9	-29.7
O=C(NCCc1nc2ccccc2[nH]1)c1ccc(F)cc1	9.1	3.2[fluorescence artefact?]	-9.0	2.8	9.2	-11.8	-2.1	7.8	-44.9
O=C1NC(=Nc2ccccc2)S/C1=C/c1cccs1	14.3	5.4	-13.2	-3.7	1.9	26.5	-1.1	6.0	8.6
CCOC(=O)c1c(/N=C/c2cccc(C)c2O)sc2c1CCN(C)C2	-11.0	3.0[fluorescence artefact?]	4.1	-0.7	0.6	24.5	-0.3	10.2	-4.9
O=C(NCc1ccccc1)Oc1cccc(Cl)c1	-2.1	1.5	27.8	-0.2	2.0	10.4	-0.6	3.2	4.4
COc1ccc(N(C(=O)Cn2nnc(-c3ccc(Cl)cc3)n2)C(C(=O)NCC2CCCO2)c2ccc(C)cc2)cc1 (configuration not stated)	1.6	-30.4[fluorescence artefact?]	-3.1	5.3	0.8	29.9	-2.2	6.2	20.7
O=c1cccc(-c2ccc(Br)cc2)o1	-21.8	-8.6	11.9	3.6	0.6	-6.9	0.3	12.6	2.6
Cc1ccc(C(=O)NCCn2cc(SCC(=O)N3CCOCC3)c3ccccc32)cc1	-13.7	0.9[fluorescence artefact?]	4.6	-4.2	3.3	0.0	0.1	5.8	-3.3
O=C(O)COc1ccccc1/C=N/NC(=O)c1cccc(S(=O)(=O)Nc2cccc(Cl)c2)c1	10.1	-6.6	-9.4	5.0	0.7	16.8	0.3	7.6	6.2
O=C(N/N=C\c1ccc(Cl)s1)c1cccs1	-4.3	-3.4[fluorescence artefact?]	-8.9	-5.9	1.5	12.6	2.6	9.4	-3.4
CNC(=O)C(=O)Nc1ccc(C)cc1C	-3.2	-0.1	5.8	1.0	-2.0	4.5	-0.8	4.5	-6.3
COc1ccc(Cn2c(C)c(C)c(C#N)c2NC(=O)Nc2ccc(F)cc2)cc1	-7.3	1.8[fluorescence artefact?]	13.4	1.5	0.9	-1.5	-2.4	13.2	24.9
CCOC(=O)c1cc(-c2cc3ccccc3o2)n[nH]1	-5.8	-9.9	0.8	7.7	-2.8	-21.4	-2.1	16.6	8.8
O=C(c1ccc(S(=O)(=O)NCC2CCCO2)cc1)N1CCN(c2ccccc2F)CC1 (configuration not stated)	-4.7	-2.2	-3.8	-0.7	-3.3	-15.5	0.3	5.8	-8.8
CCOc1ccc(N=C2NC(=O)C(CC(=O)Nc3ccc(OC)cc3)S2)cc1 (configuration not stated)	-5.4	4.1	11.0	6.7	-1.1	17.6	-0.5	10.7	17.9
CSc1nnc(C)c(/C=C/Nc2ccc(F)cc2)n1	-17.5	-8.7[fluorescence artefact?]	5.9	2.3	-1.1	-1.6	0.3	11.8	-10.7
N#C/C(=C/c1ccccc1)C(=O)NCc1ccccc1	1.6	-6.2	-1.1	-2.1	-1.9	-41.9	0.0	15.7	-12.9
CCc1nc(SCC(=O)Nc2sc(C)c(C)c2C(=O)OC)c2ccccc2n1	1.2	-2.1	25.4	5.9	3.2	31.9	0.4	3.4	-7.5
COc1ccc(C(Cl)=C(c2ccc(OC)cc2)c2ccc(OC)cc2)cc1	-19.0	2.7	1.5	-8.5	-0.1	22.8&37.4	0.5	11.1&14.1	6.9
CC(C)(C)n1nnnc1C(c1cc2cc3c(cc2[nH]c1=O)OCO3)N1CCN(c2ccccc2)CC1 (configuration not stated)	5.7	5.7[fluorescence artefact?]	9.8	4.5	-7.1	-7.6	-1.8	14.0	4.2
Cc1noc(C(=O)N2CCN(c3ccc(F)cc3)CC2)c1Cl	-5.4	1.3	4.5	2.8	2.0	4.7	0.2	8.8	-7.0
O=C(NCCCn1ccnc1)/C(=C\c1cccnc1)NC(=O)c1cccc(Br)c1	-17.1	-6.8[fluorescence artefact?]	9.5	8.1	8.8	-0.4	2.2	12.3	-5.8
CN(C)CCCN(C(=O)c1sc2ccccc2c1Cl)c1nc2c(F)cccc2s1	-5.9	1.8	-20.5	6.0	20.3*	25.3	1.0	7.9	-38.6
O=C(CN1CCN(S(=O)(=O)c2ccc(Cl)cc2)CC1)Nc1ccc2c(c1)OCO2	-22.1	-4.7	10.1	0.6	0.1	-20.8	1.0	8.3	16.7
CCn1cc(/C=N\NC(=O)C2(C)CC2(Cl)Cl)c(C)n1 (configuration not stated)	-4.4	2.7	-25.1	1.3	-3.7	11.1	2.1	9.2	-5.8
